Bioassay records (PubChem)
CSM14.1 death rescue: rescue of cells from ER stress-induced death, primary screen, 384-well, CSM14.1, thapsigargin, ATP luminescence (AID 1222) | CSM14.1 thapsigargin-induced death rescue, ATP luminescence; higher % means a stronger effect | cellular ATP content (survival), % at 20 µM; hits with a dose series show EC50 in µM | 190,000 tested, under 10 active;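 active means EC50 below 50 µM in the dose-response confirmation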;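 further: death triggered by thapsigargin at about 15 µM added after 2 h compound pretreatment; cell ATP read after overnight thapsigargin exposure of roughly 18 to 22 hours; normalized against plate controls of thapsigargin alone and 5% DMSO vehicle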
M17LAP inhibition: P. falciparum M17LAP inhibitors, primary screen, biochemical, fluorogenic H-Leu-NHMec substrate, 1536-well (AID 1619) | recombinant M17LAP, H-Leu-NHMec fluorogenic kinetic assay; higher % means a stronger effect | actives 0.38% (n = 220,000) | inhibition, % at 30 µM, or IC50 in µM where a hit was titrated;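 active means compound inhibiting the enzyme by more than half at any dose during confirmatory dose-response retesting; inconclusive means strong single-dose inhibitors picked by rank but not retested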;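 further: plate controls were full reaction with DMSO carrier for no effect and no enzyme background for full effect; strong numbers were not always called active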
TNAP activation fold: human TNAP enzyme activators, primary screen, biochemical, luminescent, no phosphate acceptor, uHTS (AID 1001); actives 0.03% (n = 200,000); purified TNAP, luminescent activation assay, no phosphate acceptor; higher activation fold means a stronger effect; activation fold at 20 µM; hits with a dose series show EC50 in µM; in the data active means activation fold from about 3, or a potency from the dose series; inactive means the rest, 99 in 100 with activation fold below about 1.6; further: many of its hits are not listed in these tables
Myeloid diff 2: promotes myeloid progenitor differentiation. ER-HoxA9 myeloid progenitors, lysozyme-GFP differentiation, flow cytometry. calls only at 10 µM. actives 1% (n = 360,000). AID 624256;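 active means normalized GFP-positive differentiation at or above the plate's own cutoff, the solvent-only control mean plus 3 SD; inconclusive means no clear call, values can overlap the other calls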;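 further: cells exposed to compound for four days before flow analysis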
PMI inhibition: human PMI inhibitors, high substrate, primary screen, biochemical, fluorescence intensity, high mannose 6-phosphate (AID 1220). recombinant PMI enzyme, coupled fluorescence intensity; higher % means a stronger effect. one-dose inhibition, % at 20 µM; IC50 in µM for titrated hits. actives 0.66% (n = 190,000)
XIAP displacement: small molecules displacing peptide from XIAP – biochemical, IAP family, fluorescence polarization (AID 1018) | XIAP BIR domain, fluorescence polarization peptide displacement; higher % means a stronger effect | one-dose displacement, % at 20 µM; IC50 in µM for titrated hits | actives 0.007% (n = 200,000); in the data active means displacement above about 50%; further: a part of the inactive calls stands beside numbers as strong as those of hits
PMI inhibitors: inhibitors of human PMI, primary screen, biochemical, fluorescence intensity, coupled assay (AID 1209) | purified PMI enzyme, coupled fluorescence intensity; higher % means a stronger effect | one-dose inhibition, % at 20 µM; IC50 in µM for titrated hits | actives 0.42% (n = 190,000);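 further: plate controls were DMSO vehicle for no effect and wells lacking substrate for full effect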
LYP inhibition: PTPN22 lymphoid phosphatase activity blockers – biochemical, fluorescence intensity, uHTS (AID 1779). recombinant LYP phosphatase, fluorescence intensity; higher % means a stronger effect. one-dose inhibition, % at 11.5 µM; IC50 in µM for titrated hits. actives 0.054% (n = 290,000);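 further: plate controls were vehicle with enzyme for no effect and no enzyme for full effect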
P. falciparum M1AAP: malaria alanyl aminopeptidase activity blockers – biochemical, fluorogenic H-Leu-NHMec substrate, 1536-well (AID 1445). recombinant M1AAP, H-Leu-NHMec fluorogenic kinetic assay; higher % means a stronger effect. one-dose inhibition, % at 30 µM; IC50 in µM for titrated hits. actives 0.42% (n = 220,000);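 active means primary inhibition above the hit cutoff, then over 50% inhibition at one or more dose response concentrations, cut at about 23% in these data, passing the limit was not always enough; inconclusive means conflicting primary data, or primary hits not chosen for dose response; inactive means low primary inhibition, or under 50% at every dose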;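 further: plate controls were DMSO full reaction for no effect and no enzyme background for full effect; strong numbers were not always called active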
Myeloid diff 2 GFP+ MAC1+ %: second read-out of Myeloid diff 2, no call of its own (marks repeat the call); GFP+ MAC1+ double positive, %; measured here: differentiation confirmed by MAC1 staining
Active calls of the source: *; i = inactive; ? = inconclusive; · = no result given; + = active, no number. Unless noted, no stated cut-off is given here; in the data, active means inhibition above about 50%; inactive means the rest. Some of the compounds tested, so the mix of outcomes need not match the whole.

SMILES	CSM14.1 death rescue	M17LAP inhibition	TNAP activation fold	Myeloid diff 2	Myeloid diff 2 GFP+ MAC1+ %	PMI inhibition	XIAP displacement	PMI inhibitors	LYP inhibition	P. falciparum M1AAP
O=C1C=Cc2ccccc2C1=O	13%	16%	1	·	·	75%*	-6.2%	79%*	4%	21%
Cc1ccc2c(c1)C1CN(C)CCC1N2C(=O)Nc1cccc(C(F)(F)F)c1 (centres undefined)	3.3%	-4%	1.1	i	1.2	16%	-4.1%	16%	-4%	3%
C=Cn1ccnc1P(=S)(c1c(C)nn(-c2ccccc2)c1C)c1nccn1C=C	0.5%	3%	1.1	i	3.0	6%	4.0%	3%	0%	-1%
C=C[C@@H]1C[C@@]1(C)[C@@H](NP(=O)(c1ccccc1)c1ccccc1)c1ccccc1	12%	-6%	1.1	i	0.5	7%	-3.2%	5%	6%	12%
Cc1cccc(N2C(=O)NC(=O)/C(=C\c3cc(C)n(-c4sc5c(c4C#N)CCCC5)c3C)C2=O)c1C	-1.9%	11%	0.9	i	0.1	3%	-5.4%	14%	5%	9%
O=C(CN1CCCC1)Nc1ccc(Cl)cc1C(=O)c1ccccc1	-0.5%	-2%	1.1	i	0.4	-1%	-8.1%	-5%	-2%	0%
CCOC(=O)c1[nH]ncc1CN1CCCC(C(=O)c2cccc(Cl)c2)C1 (centres undefined)	·	1%	·	i	0.4	·	·	·	-8%	3%
CCOC(=O)c1sc(/N=C/c2c(O)n(-c3ccccc3)c(=O)[nH]c2=O)c(C#N)c1C	-0.7%	5%	1	i	1.9	-17%	-13%	-9%	-10%	-5%
O=c1c2ccccc2[nH]c(=S)n1-c1ccc2c(c1)OCCO2	·	-7%	·	i	0.9	·	·	·	-4%	0%
Cc1nonc1-c1nc(-c2nonc2N)n[nH]1	-0.5%	11%	1	i	1.4	9%	1.4%	9%	-10%	5%
CC1=NN(Cc2c[nH]c3ccccc23)C(C)(C)C1	0.0%	-2%	1.1	i	0.3	-2%	-3.9%	-10%	-6%	2%
O=C(Nc1ccccc1)OC1CN=C(N[N+](=O)[O-])NC1 (centres undefined)	0.8%	7%	1.2	i	0.4	-4%	-13%	-4%	3%	14%
COCCCn1c(N)c(C(=O)Nc2ccccc2)c2nc3ccccc3nc21	·	1%	·	i	0.2	·	·	·	-3%	5%
COC(=O)C(=O)N1CC2(C)CNCC(C)(C1)C2=O	-1.4%	·	1	i	1.0	3%	-6.0%	5%	-2%	·
CC[n+]1c(SC)ccc2cc(OC)ccc21	12%	-17%	1.1	?	·	-23%	-2.6%	-35%	-7%	6%
CCOc1ccc(Cl)cc1CNCCc1ccccc1F	·	1%	·	i	0.2	·	·	·	-10%	-3%
COc1ccc(N2C(=O)NC(=O)/C(=C/c3ccc([N+](=O)[O-])s3)C2=O)cc1	·	21%	·	i	0.0	·	·	·	-6%	8%
CCC12C=CCN3CCC4(c5cc(Br)c(OC)cc5N(C)C4C(O)(C(=O)OC)C1OC(C)=O)C32 (centres undefined)	-0.4%	1%	1	i	0.3	13%	-4.1%	12%	-12%	8%
CC(=O)N(C1=NCCCS1)c1ccccc1Cl	-0.8%	2%	1.1	i	1.1	-2%	-12%	-5%	-10%	-4%
C[C@H]1CCCC(=O)CCCCCc2cc(O)cc(O)c2C(=O)O1	-2.3%	5%	1.1	i	2.1	13%	-5.7%	13%	-6%	-3%
O=c1[nH]c(CN2CC=C(c3ccccc3)CC2)nc2cc(C(F)(F)F)ccc12	-0.7%	11%	1	+	0.6*	-16%	-7.2%	-8%	-8%	-3%
Cc1[nH]c2c(Cl)cccc2c1CCN	1.3%	·	1.1	·	·	16%	-9.6%	17%	-2%	·
CC(=O)N1N=C2C3CCN(CC3)C2C1c1ccccc1 (centres undefined)	-0.6%	-6%	1.1	i	7.9	-7%	-1.7%	-3%	-10%	-11%
O=C1CCN(C(=O)CNC(=O)Cc2ccccc2)CC1	-0.1%	0%	1.1	i	0.2	1%	-5.7%	7%	-6%	3%
O=c1[nH]c(=O)n(Cc2ccco2)c(O)c1/C=N/N1CCCCCC1	-0.9%	14%	1	i	0.9	6%	-4.6%	-2%	-1%	2%
Cc1nonc1OCCNCCNc1ccc([N+](=O)[O-])c2cccnc12	-0.8%	21%	0.6	i	0.4	39%	-2.9%	4%	1%	7%
N=Cc1c(O)n(-c2cccc(Cl)c2)c(=O)[nH]c1=O	-2.8%	-6%	1.1	i	0.8	-1%	1.3%	4%	0%	13%
[O-][n+]1onc2c1CCC1N(O)CCC21O (centres undefined)	2.8%	-5%	1.1	i	7.5	-32%	2.2%	-20%	-9%	2%
CCc1n[nH]c(CCN)n1	·	9%	·	i	0.6	·	·	·	-2%	10%
Cc1onc(-c2c(Cl)cccc2Cl)c1/C(N)=N/OC(=O)N(C)C	·	0%	·	i	0.5	·	·	·	-4%	0%
COC(=O)C1=Nc2ccccc2/C1=C\c1c(O)n(-c2ccc(Br)cc2)c(=O)[nH]c1=O	-0.9%	-3%	0.6	i	0.7	-24%	-12%	-19%	0%	11%
CC(=NCCCN1CCCCC1)c1c(O)n(Cc2ccccc2)c(=O)[nH]c1=O	-2.3%	0%	1	i	0.4	10%	-3.3%	18%	-2%	3%
Cc1ccc(-c2nc(CS(=O)CC(=O)N3CCC4(CC3)OCCO4)c(C)o2)cc1 (centres undefined)	-3.3%	13%	1.1	i	2.1	18%	-1.5%	16%	-7%	8%
CC(C)[C@H]1C(=O)N2CCC[C@H]2[C@]2(O)O[C@](NC(=O)[C@@H]3C=C4c5cccc6[nH]cc(c56)C[C@H]4N(C)C3)(C(C)C)C(=O)N12	1.3%	1%	1	+	3.1*	1%	-4.9%	-4%	-6%	5%
O=c1[nH]c(=O)n(Cc2ccco2)c(O)c1C=NCc1cccs1	-1.9%	-1%	1	i	4.8	9%	-4.8%	17%	4%	16%
O=C1/C(=C\c2cccnc2)N2CCC1CC2	·	-8%	·	i	0.8	·	·	·	-10%	-4%
CCOc1cccc(OCC)c2c(C)[n+](CC3CCCO3)c(C)c1-2 (centres undefined)	1.8%	2%	0.9	i	8.3	-102%	-6.5%	-58%	-3%	6%
CNC(=O)O/N=C/c1nn(C(=O)C(C)(C)C)cc1Br	·	5%	·	i	0.8	·	·	·	-2%	0%
COc1ccc(N=Cc2c(O)n(Cc3ccccc3)c(=S)[nH]c2=O)c(OC)c1	·	4%	·	i	0.5	·	·	·	3%	9%
CSc1ccccc1C(=O)C1CCCN(Cc2ccncc2)C1 (centres undefined)	-1.1%	6%	1.1	i	0.6	-2%	-9.7%	-2%	-9%	1%
Cc1nn(Cc2ccccc2Cl)c(Cl)c1C(=O)OC(C(=O)NC(N)=O)C(C)C (centres undefined)	-0.7%	-8%	0.9	i	0.2	-15%	-5.8%	-11%	-2%	0%
O=C(C1c2ccccc2C(=O)N2CCc3ccccc3C12)N1CCC2(CC1)OCCO2 (centres undefined)	0.5%	-6%	1.1	i	5.2	0%	-5.0%	6%	-7%	-8%
CC1(C)N(O)C2CCCCC2N1O (centres undefined)	1.8%	12%	1.1	i	1.1	-19%	-6.3%	-7%	-7%	11%
COC(=O)C(O)(c1ccc(N=Cc2ccccc2O)c(C)c1)C(F)(F)F (centres undefined)	-2.2%	10%	1.1	i	0.8	-2%	-1.2%	-2%	-7%	8%
CC(NCc1ccccc1Cl)C(O)c1ccccc1 (centres undefined)	-3.5%	-7%	1.1	i	1.3	-3%	-6.9%	9%	-1%	-1%
CN1CCC(N(C)Cc2cccnc2)CC1	2.8%	1%	1.1	i	1.2	1%	-14%	4%	-10%	-4%
Cc1ccc(N)c(C(=O)c2ccc(Br)cc2)c1	-0.2%	0%	1.1	i	0.4	5%	3.0%	1%	2%	2%
CCc1ccc(NP(=O)(Oc2ccccc2F)Oc2ccccc2F)cc1	·	-6%	1.1	i	0.8	2%	0.5%	7%	8%	-3%
COc1ccc(CN2C(=O)NC(=O)/C(=C\c3ccco3)C2=O)cc1	-0.4%	26%	1	i	0.2	-79%	-5.7%	-50%	5%	16%
CSc1ccc(C(=O)C2CCCN(C)C2)cc1 (centres undefined)	-1.1%	0%	1	i	0.4	-2%	-4.0%	-2%	-8%	2%
C=CCN1C(=O)/C(=C\c2ccc(N3CCOCC3)o2)C(=O)NC1=S	-1.2%	31%	0.7	i	1.3	-21%	-7.7%	-24%	-7%	13%
O=C1OCCC1NC1=NCCC1 (centres undefined)	-3.4%	2%	1	i	0.6	9%	2.1%	10%	-5%	2%
COc1cccc(-n2nc(C(=O)N3CCC4(CC3)OCCO4)c3ccccc3c2=O)c1	0.1%	-4%	1.1	i	1.0	9%	1.4%	9%	2%	0%
O=c1[nH]cc(COCC(F)(F)C(F)(F)C(F)(F)F)c(=O)[nH]1	1.6%	-2%	1.2	i	0.3	-6%	-1.5%	-4%	-5%	0%
CCCCC/C(=N/O)c1c(C)[nH]c2ccccc12	·	18%	·	i	0.3	·	·	·	0%	2%
CN1C(=O)N(C)C(=O)C(CCc2ccccn2)(CCc2ccccn2)C1=O	-2.2%	-6%	1.1	·	·	1%	-4.9%	-1%	-7%	0%
CNCC(O)c1ccc(O)cc1 (centres undefined)	-1.2%	-19%	1.1	i	2.3	15%	-2.5%	15%	-7%	0%
CSC(=Nc1ccccc1)c1c(O)n(C)c(=O)n(C)c1=O	-1.0%	-6%	1.2	i	7.2	-120%	-0.8%	-68%	-3%	-1%
CN(C)C1(CNC(=O)c2ccc(Cl)c(S(=O)(=O)NCc3ccco3)c2)CCCCC1	-2.6%	-10%	1.1	i	0.5	-7%	-3.1%	1%	-8%	2%
CC1(C)CSC(Nc2ccc(F)c(Cl)c2)=N1	0.2%	-2%	1.2	i	0.5	4%	-2.4%	1%	-6%	-3%
Following part:
SMILES	CSM14.1 death rescue	M17LAP inhibition	TNAP activation fold	Myeloid diff 2	Myeloid diff 2 GFP+ MAC1+ %	PMI inhibition	XIAP displacement	PMI inhibitors	LYP inhibition	P. falciparum M1AAP
CN1CCN(c2ccc(NC(=O)C(C)(C)C)cc2)CC1	-1.2%	6%	1	i	0.3	-3%	-0.7%	-2%	2%	-3%
COc1cc(C[C@@H](C)N)c(OC)cc1I	·	-1%	·	i	2.3	·	·	·	-2%	8%
CCC(=O)c1cn(Cc2ccccc2C#N)c2ccccc12	0.0%	6%	1.2	i	0.5	6%	-2.9%	12%	-5%	6%
O=c1cccc2n1CC1CC2CN(Cc2c(F)cccc2Cl)C1 (centres undefined)	0.3%	-1%	1.1	i	4.6	-11%	0.6%	-11%	-3%	8%
Cc1c(N=Cc2c(O)n(Cc3ccccc3)c(=O)[nH]c2=O)c(=O)n(-c2ccccc2)n1C	-3.6%	21%	0.6	i	0.3	5%	0.0%	-1%	-1%	11%
